# Runt-CBFb FRET = inhibitors of RUNX1 Runt–CBFb binding, primary screen, biochemical, FRET, Cerulean-Runt, Venus-CBFb, uHTS; Cerulean-Runt/Venus-CBFb FRET ratio 530/480, 1 h; Runt-related transcription factor 1 (Homo sapiens) + Core-binding factor subunit beta …; inhibition, % at 20 µM; 0.46% of 220,000 active;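 active = inhibition over about 50% at 20 µM in the single-dose screen, limit read from the data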;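 note: 0% = DMSO wells and 100% = excess unlabeled CBFb competitor control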
#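 Doses: 20 µM compound in 1% DMSO | Material: Cerulean-labeled Runt domain protein | Amount: Each fluorescent fusion protein 100 nM | Schedule: Two 1 h room-temperature incubations shielded from light | Measured by: FRET fluorescence | Evaluation: Loss of energy transfer signal | Controls: Unlabeled CBFb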
# RBBP9 inh = human RBBP9 inhibitors, primary screen, biochemical, fluorescence polarization, FP-Rh probe, HTS. 0.2% of 220,000 active. inhibition, % at 7.94 µM. Serine hydrolase RBBP9 (Homo sapiens), O75884. AID 1515, 2009. recombinant RBBP9;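 active = inhibition above the campaign mean of all tested compounds plus 3 SD, cut at about 14% in these data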;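 note: plate controls were DMSO wells with RBBP9 for no effect and wells lacking RBBP9 protein for full effect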
# Target sequence (O75884 whole entry, looked up): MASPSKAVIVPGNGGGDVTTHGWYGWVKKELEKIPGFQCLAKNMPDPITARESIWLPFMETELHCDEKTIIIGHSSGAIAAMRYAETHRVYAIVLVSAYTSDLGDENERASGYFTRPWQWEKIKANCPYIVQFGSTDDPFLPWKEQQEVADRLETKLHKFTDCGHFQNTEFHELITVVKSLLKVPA
#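 Test system – recombinant human RBBP9 · Input – RBBP9 2.5 µM in dispensing solution, pre-mixing · Medium – Tris buffer pH 8.0, NaCl, Pluronic · Schedule – preincubation 30 min plus labeling 45 min at 25 °C · Measured by – fluorescence polarization · Measure – % inhibition · Controls – DMSO and no-protein wells · Replicates – one well per compound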
# Runt-SMMHC FRET = inhibitors of RUNX1 Runt–CBFb-SMMHC binding, primary screen, biochemical, FRET, Cerulean-Runt, Venus-CBFb-SMMHC, uHTS | inhibition, % at 20 µM | AID 1434, 2008 | Cerulean-Runt/Venus-CBFb-SMMHC FRET ratio 530/480, 1 h | 0.74% of 220,000 active | Runt-related transcription factor 1 (Homo sapiens) + Core-binding factor subunit beta …;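 active = mean inhibition across duplicate retests at 20 µM reaching about 50%, limit read from the data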;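 note: 0% = DMSO wells and 100% = wells with excess untagged CBFb-SMMHC; inhibitors lower the FRET ratio by blocking Runt binding to CBFb-SMMHC; some results filed as inactive read as strong as hits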
# Mdm2 ligase inh = MDM2-luciferase reporter signal enhancers, primary screen, MDM2 E3 ligase inhibitor project, cell-based, luminescence, 1536-well; 0.11% of 210,000 active; signal enhancement, % at 5 µM; AID 1230, 2008; cell-based MDM2 ubiquitination luciferase reporter, 2 h; 0 = plate control, 100 = twice control, blank-subtracted; E3 ubiquitin-protein ligase Mdm2 (Homo sapiens), Q00987;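 active = signal enhancement of 30% or more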;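 note: luminescence tracks abundance of the self-degrading MDM2-luciferase fusion protein; higher signal means inhibition of MDM2 E3 ligase activity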
#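 Timing – 2 h compound exposure at 37 °C · Assay system – mammalian cells stably expressing self-ubiquitinating, self-degrading MDM2 E3–luciferase fusion · Amount – 2000 cells seeded into each well · Measure – % luminescence enhancement versus blank-corrected plate control mean · Measured by – SteadyLite luminescence, 15 min reagent step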
# NPY Y1 blocker = NPY-Y1 receptor antagonists, primary screen, cell-based. Neuropeptide Y receptor type 1 (Homo sapiens), P25929. inhibition, % at 3.6 µM. AID 1040, 2008. HEK293-CNG Y1 cells, membrane potential fluorescence; NPY at EC95, then isoproterenol. 1% of 200,000 active;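 active = inhibition above the campaign mean inhibition of all tested compounds plus 3 SD, cut at about 20% in these data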;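 note: 0% = DMSO wells given NPY plus isoproterenol and 100% = isoproterenol alone without NPY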
#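 Assay system: HEK293 cells with Y1 receptor plus CNG channel | Probe or stimulus: NPY (25 nM), isoproterenol (1 µM), Ro 20-1724 (25 µM) | Timing: Compound incubation 1 h at room temperature, readout 45 min post-stimulation | Measured by: Membrane-potential fluorescent dye readout | Benchmarks: High control isoproterenol alone, low control NPY with isoproterenol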
# p97 ATPase inh = inhibitors of human p97 ATPase, primary screen, biochemical; Transitional endoplasmic reticulum ATPase (Homo sapiens), P55072; recombinant p97 ATPase, Kinase-Glo ATP luminescence, 3 h; inhibition, % at 8 µM; 0.42% of 220,000 active; in the data active = inhibition above about 15%;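 note: 0% = DMSO vehicle and 100% = wells lacking enzyme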
# Target sequence (P55072 whole entry, looked up): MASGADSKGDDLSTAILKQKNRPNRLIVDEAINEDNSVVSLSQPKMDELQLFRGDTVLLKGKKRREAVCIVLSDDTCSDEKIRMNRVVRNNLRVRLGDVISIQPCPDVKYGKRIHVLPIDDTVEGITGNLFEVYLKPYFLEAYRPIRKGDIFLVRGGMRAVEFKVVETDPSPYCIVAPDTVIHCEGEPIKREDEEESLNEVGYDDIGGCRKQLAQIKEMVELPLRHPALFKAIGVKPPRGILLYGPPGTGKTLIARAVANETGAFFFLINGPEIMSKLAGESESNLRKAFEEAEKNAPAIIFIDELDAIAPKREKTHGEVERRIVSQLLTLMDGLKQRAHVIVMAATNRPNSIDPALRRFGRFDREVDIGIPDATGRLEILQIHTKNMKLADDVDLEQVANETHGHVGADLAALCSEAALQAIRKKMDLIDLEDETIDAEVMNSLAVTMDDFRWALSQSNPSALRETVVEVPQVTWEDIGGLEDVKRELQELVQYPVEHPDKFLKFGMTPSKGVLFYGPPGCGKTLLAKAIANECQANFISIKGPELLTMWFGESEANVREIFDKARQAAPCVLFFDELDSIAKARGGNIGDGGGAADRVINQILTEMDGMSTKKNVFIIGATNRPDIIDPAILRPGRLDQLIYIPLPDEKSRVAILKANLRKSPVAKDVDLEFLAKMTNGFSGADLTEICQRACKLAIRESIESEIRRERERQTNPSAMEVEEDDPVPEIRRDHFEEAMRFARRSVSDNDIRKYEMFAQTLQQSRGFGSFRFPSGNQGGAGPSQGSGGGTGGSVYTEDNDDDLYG
# Hck-Nef inh = inhibitors of Nef-activated human Hck kinase, primary screen, biochemical, Z-Lyte FRET, 384-well, Hck-YEEI; Recombinant Hck-YEEI plus Nef, Z-Lyte FRET kinase assay; inhibition, % at 20 µM; 0.68% of 220,000 active;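 active = Hck-Nef kinase inhibition above about 50%, limit read from the data; inactive = inhibition below that limit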;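 note: 0% = DMSO with Hck plus Nef and 100% = Hck alone without Nef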
# NPY-Y2 PAM-ag = NPY-Y2 potentiators or agonists, primary screen, cell-based; Neuropeptide Y receptor type 2 (Homo sapiens), P49146; cells expressing NPY-Y2, potentiator/agonist read-out; activation, % at 3.6 µM; 0.45% of 220,000 active; AID 1359, 2008; in the data active = activation above about 27%;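 note: cells stimulated with NPY near EC25 plus isoproterenol at EC100; 0% = vehicle plus submaximal agonist and 100% = vehicle plus saturating agonist; some results beyond the cut were filed as inactive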
# NPY-Y1 PAM-ag = NPY-Y1 receptor potentiators or agonists, primary screen, cell-based; 0.37% of 220,000 active; NPY-Y1 expressing cells, potentiator/agonist activation; Neuropeptide Y receptor type 1 (Homo sapiens), P25929; activation, % at 3.6 µM; in the data active = activation above about 33%, passing the limit was not always enough;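 note: cells stimulated with NPY at EC10 then isoproterenol at EC100; 0% = low agonist plus stimulus and 100% = saturating agonist plus stimulus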
# * hit, by the source's call; nt = not tested or not shown. Rows are unselected, and some 3.5% of all compounds hit somewhere here.
SMILES,Runt-CBFb FRET,RBBP9 inh,Runt-SMMHC FRET,Mdm2 ligase inh,NPY Y1 blocker,p97 ATPase inh,Hck-Nef inh,NPY-Y2 PAM-ag,NPY-Y1 PAM-ag
O=S(=O)(c1ccccc1)n1cc(-c2ccccn2)c(N2CCOCC2)n1,-0.1,-5.3,-1.0,-17.3,0.3,1.0,21.5,3.8,-10.5
c1ccc(C2Nc3ccccc3Oc3ccccc32)cc1 (centres undefined),1.0,-0.1,0.0,4.8,6.7,-9.9,4.3,4.2,-3.8
Cc1nc(S(=O)(=O)N(C)Cc2ccccc2)c(C#N)c(C)c1Cl,-0.7,0.5,-0.4,-7.6,-0.7,3.1,1.1,-3.9,13.9
COc1ccc(/C=N/OCC(=O)N(Cc2ccc(OC)cc2)c2ccccc2C(=O)O)cc1,0.0,13.9,-7.1,nt,7.7,0.8,5.3,-20.7,-31.2
COc1ccc(OC)c(S(=O)(=O)n2cccn2)c1,-0.8,-1.8,-2.1,-5.4,-5.0,-4.7,-0.5,-5.2,3.3
COCC(=O)N(Cc1cc2cc(OC)ccc2[nH]c1=O)c1ccc(C)cc1,-0.2,-3.6,3.9,-18.2,3.6,5.1,-0.3,12.8,12.8
CCNc1nc(NC(C)C)nc(N(C#N)C(C)C(=O)N(C)C)n1 (centres undefined),-1.4,7.8,-6.8,-11.0,7.4,-0.9,-11.6,-5.6,-11.4
COc1ccc(CCNC(=O)Cc2cc(=O)[nH]c(=O)[nH]2)cc1OC,1.8,-2.2,1.7,-7.3,-2.4,-1.8,2.6,-6.2,-2.3
CC1CC(N(C(=O)c2ccco2)c2ccccc2)c2ccccc2N1 (centres undefined),-1.1,-1.7,3.1,-7.0,4.2,2.0,0.1,12.7,7.1
CCCCN(CC)CCCNC(=O)CN1C(=O)CSc2ccc(S(=O)(=O)N3CCOCC3)cc21,2.9,-8.3,0.1,-1.3,-8.6,6.2,21.0,-0.1,3.0
C[C@H](Nc1ncnc2sc3c(c12)CCC3)C(=O)O,-3.3,-0.7,-3.0,-38.0,-0.3,0.0,-0.9,-13.7,-0.8
CCN(CC)CCNC(=O)c1cccc(NC(=O)C(=O)c2cc(Br)ccc2NC(C)=O)c1,-0.3,-2.0,1.6,3.4,2.0,7.4,16.9,6.6,13.8
COc1ccc(C/C(C)=N/NS(=O)(=O)c2ccc(Br)cc2)cc1,1.2,5.1,-3.6,-20.8,8.2,2.2,1.4,-25.1,-24.7
CCCCN(CC)C(=S)Nc1ccc2nc(N3CCN(C)CC3)cc(C)c2c1,1.8,-3.0,4.1,-11.7,-1.8,-3.0,-21.6,-1.1,-1.9
COc1cc(/C=N/NC(=O)NC2CCCCC2)ccc1O,2.5,-7.2,-1.7,1.0,nt,-0.4,18.5,-10.9,8.0
CC(C)C(=O)N(c1cc2sc(=O)oc2c2ccccc12)S(=O)(=O)c1cccs1,31.6,32.0*,nt,-20.4,5.1,6.0,0.4,-11.2,12.7
Cc1cc(C)c(C#N)c(SCC(=O)c2ccc(Cl)cc2Cl)n1,2.7,-3.2,14.7,-16.0,6.3,1.5,2.6,15.4,24.4
CC(=O)Nc1ccc(S(=O)(=O)N2CCN(c3ccccn3)CC2)cc1,1.9,-12.9,0.1,-0.5,7.5,-4.9,-1.6,-6.2,-18.3
CC(=O)Nc1cccc(NC(=S)Nc2cccc(Cl)c2Cl)c1,4.4,-3.1,2.3,-16.2,5.5,0.9,19.8,-17.7,1.2
CC(C)(C)C(=O)Nc1nc(-c2ccc3c(c2)OCO3)cs1,0.5,-0.6,-0.1,-9.3,-1.0,5.7,1.1,-3.2,2.2
COc1cccc(C(=O)Oc2cc(C)[nH]c(=O)c2[N+](=O)[O-])c1,3.2,-8.0,1.4,-90.1,-2.2,-2.9,10.6,-6.3,-10.4
C=CCn1cnc2c(nnn2-c2ccc(C)c(Cl)c2)c1=O,0.4,-1.3,0.3,-8.6,5.0,2.9,-1.6,-10.1,-2.0
COc1cccc(Cn2cnc3c([N+](=O)[O-])c(C)c(C)cc32)c1,-1.4,-8.1,1.1,-4.5,5.2,-1.3,27.3,-1.6,-11.6
CSC(=N/N=C(\N)c1cnccn1)SC,0.4,-5.2,-0.6,-10.7,2.3,3.3,-0.8,-2.1,13.4
CC(C)C(=O)Nc1ccc(C(=O)N2CCN(C(=O)c3ccco3)CC2)cc1,0.0,-0.1,-0.2,-17.4,5.2,3.4,-0.3,-8.2,4.1
CCc1cccc(C)c1NC(=O)C1CCN(C(=O)c2ccc([N+](=O)[O-])cc2)CC1,0.6,-9.1,-2.6,-89.9,0.1,-2.3,-22.0,-11.8,-11.2
COc1ccc2[nH]c(C)c(CCNC(=S)Nc3ccc(F)cc3)c2c1,-0.4,6.9,-0.9,-1.4,-4.2,1.2,21.6,11.4,7.8
COc1cccc(C(=O)/C=C/c2ccc(SC)cc2)c1,-7.2,-0.8,-26.4,-5.3,2.9,-1.7,1.5,-30.6,-34.0
O=C(c1ccco1)N1C(=O)c2cccc3cccc1c23,-1.6,-2.3,-5.9,-14.4,3.5,8.1,6.1,3.3,4.0
O=C(N/N=C/C1CC2C=CC1C2)c1ccccc1O (centres undefined),1.0,-4.8,1.2,-7.3,nt,7.3,13.3,-31.4,4.9

# By substructure: those above containing an NH in an aromatic ring.
SMILES,Runt-CBFb FRET,RBBP9 inh,Runt-SMMHC FRET,Mdm2 ligase inh,NPY Y1 blocker,p97 ATPase inh,Hck-Nef inh,NPY-Y2 PAM-ag,NPY-Y1 PAM-ag
COCC(=O)N(Cc1cc2cc(OC)ccc2[nH]c1=O)c1ccc(C)cc1,-0.2,-3.6,3.9,-18.2,3.6,5.1,-0.3,12.8,12.8
COc1ccc(CCNC(=O)Cc2cc(=O)[nH]c(=O)[nH]2)cc1OC,1.8,-2.2,1.7,-7.3,-2.4,-1.8,2.6,-6.2,-2.3
COc1cccc(C(=O)Oc2cc(C)[nH]c(=O)c2[N+](=O)[O-])c1,3.2,-8.0,1.4,-90.1,-2.2,-2.9,10.6,-6.3,-10.4
COc1ccc2[nH]c(C)c(CCNC(=S)Nc3ccc(F)cc3)c2c1,-0.4,6.9,-0.9,-1.4,-4.2,1.2,21.6,11.4,7.8

# (list continues)
SMILES,Runt-CBFb FRET,RBBP9 inh,Runt-SMMHC FRET,Mdm2 ligase inh,NPY Y1 blocker,p97 ATPase inh,Hck-Nef inh,NPY-Y2 PAM-ag,NPY-Y1 PAM-ag
CCCCn1c(SCC(=O)N(C)C)nnc1-c1ccncc1,0.2,-6.4,-7.6,-20.5,1.1,-4.0,14.9,11.6,-5.0
O=C(O)CCCNc1n[nH]c(=O)[nH]c1=O,0.9,-5.3,-5.7,-6.5,-0.1,7.8,14.9,-10.1,13.5
COc1ccc(-c2nnc(OCc3nc4ccccc4n3C)c3ccccc23)cc1,-3.9,6.6,0.3,nt,8.2,7.1,1.3,-7.3,-0.8
Cc1onc(-c2c(Cl)cccc2Cl)c1C(=O)NN1CCCCCC1,0.1,-3.5,-1.6,-13.5,nt,3.3,6.2,-3.2,7.6
Cc1ccc(Nc2nc(CSc3nnnn3-c3ccccc3)cc(=O)[nH]2)cc1,0.0,-9.1,2.0,-0.4,-1.4,-0.2,10.7,-11.7,-4.8
O=C(CSCc1c[nH]c(=O)[nH]c1=O)OCC(=O)c1ccc(Br)cc1,-2.0,5.0,-0.1,-13.2,-3.2,7.2,16.0,-6.3,2.1
Cc1cccc(-c2nnc(SCc3nc4ccccc4[nH]3)n2Cc2ccco2)c1,9.7,-2.0,2.9,-0.1,14.7,5.3,1.3,-9.3,-26.2
Cc1ccc(-n2c(Cc3ccccc3)n[nH]c2=S)c(C)c1,2.1,-4.0,7.2,-31.6,-0.6,-0.6,2.1,21.3,-2.4
CCCCn1c(-c2ccccc2)cnc1SCC(=O)NCCc1ccc(OC)c(OC)c1,-6.5,-6.3,1.2,5.2,9.4,-11.1,-0.5,-6.7,7.5
O=C(NCc1cccc(Cl)c1)NCc1cccc(Cl)c1,-0.2,-3.4,2.5,4.8,-5.6,-0.5,0.7,-0.7,-0.5
CCOC(=O)c1ccc(NC(=O)CSc2nnc(COc3ccccc3OC)n2CC)cc1,2.0,0.5,-1.3,0.6,-8.4,2.9,4.0,4.2,2.0
Cn1nnnc1SCC(=O)Nc1cccc([N+](=O)[O-])c1,-2.5,-2.2,-5.2,-5.5,3.6,5.4,18.4,4.3,19.4
COc1ccc(Nc2nc(NCC3CCCO3)c3ccccc3n2)c(OC)c1 (centres undefined),-3.4,8.2,0.1,-9.5,5.7,2.1,-19.2,6.7,-3.6
COc1cccc(NC(=O)c2ccccc2-c2nc(-c3cccc(C)c3)no2)c1,2.5,-21.1,3.7,-26.8,36.9*,6.1,-1.8,-32.9,-107.7
CCC(C)N1CCCCC1C(=O)Nc1c(C)cc(C)cc1C (centres undefined),-1.6,-5.2,5.7,nt,4.9,0.6,7.2,7.6,4.4
Cc1ccc(C(=O)COC(=O)c2ccccc2N2C(=O)C3C4CCC(C4)C3C2=O)cc1C (centres undefined),0.9,-0.1,1.6,-6.8,0.5,0.5,-0.1,22.3,3.6
COc1ccc(C=O)cc1COc1ccc(C)cc1[N+](=O)[O-],-2.4,-6.4,-1.9,-9.4,6.1,-0.6,1.6,-0.6,-34.9
O=C1CN(C(=O)COC(=O)CNC(=O)c2ccccc2)c2ccccc2N1,-1.3,-0.2,2.4,2.3,1.1,7.4,1.6,2.3,3.6

# Source: PubChem (several laboratories)
